NRP1-CendR mod: NRP-1/CendR interaction modulation | O14786 | FAM-RPARPAR peptide binding to NRP-1, fluorescence polarization | inhibition, % at 25 µM | 0.85% of 360,000 active;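 active means inhibition or corrected inhibition above about 18%, plus a signal ratio from 0.5 to 1.5, limit read from the data, passing the limit was not always enough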; further: strong numbers were not always called active
eLon inh: inhibits E. coli Lon protease | P0A9M0 | purified E. coli Lon protease, fluorescence polarization | inhibition, % at 7.94 µM | 0.42% of 360,000 active | AID 602123; in the data active means inhibition above about 13%, passing the limit was not always enough;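 further: 0% = enzyme with probe and DMSO and 100% = no enzyme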
MsrA inh: bovine MsrA inhibition; purified bovine MsrA, absorbance read-out; inhibition, % at 15.5 µM; 0.75% of 360,000 active; in the data active means inhibition above about 4.5%;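 further: 0% = vehicle wells with enzyme and 100% = reference inhibitor wells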
MT1-MMP act inh: inhibitors of human MT1-MMP activation; HT1080 RFP-PRO-GFP cells, GFP/RFP ratio fluorescence, overnight; percent of plate control window, DMSO zero; GFP/RFP ratio change, % at 20 µM; 0.061% of 360,000 active; P50281;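 active means GFP/RFP ratio change of at least 30% with cell ATP level not reduced by more than half and red fluorescence within 50% of control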; further: strong numbers were not always called active
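Read-out: GFP/RFP fluorescence ratio; Test system: RFP-PRO-GFP reporter HT1080 cells; Compound dosing: single-point 20 µM compound, 1% DMSO; Times: overnight compound exposure at 37 °C.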
PABP1 MLLE inh: inhibitors of microRNA-mediated deadenylation, human PABP1 MLLE binding | P11940 | GST-MLLE / FITC-PAM2 fluorescence polarization | inhibition, % at 20 µM | 0.36% of 360,000 active | AID 588489; in the data active means inhibition above about 35%, passing the limit was not always enough;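 further: plate controls were DMSO wells with GST-MLLE for no effect and wells lacking GST-MLLE protein for full effect; some results filed as inactive read as strong as hits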
SKN-1 inh: blocks SKN-1 activity in C. elegans; AID 624304; inhibition, % at 21.8 µM; 0.49% of 360,000 active; C. elegans VP596 Pgst-4::GFP/RFP ratio, acrylamide-induced, 24 h;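 active means interference check ratio from 0.5 to 1.5 plus GFP to RFP signal ratio inhibition reaching or exceeding a fixed threshold, cut at about 30% in these data, passing the limit was not always enough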; further: some compounds called inactive have numbers as strong as hits
Tb MetRS inh: blocks T. brucei methionyl-tRNA synthetase activity. 0.4% of 360,000 active. purified T. brucei MetRS, ATP depletion, Kinase-Glo luminescence. inhibition, % at 11.9 µM;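 active means inhibition above a per-plate cutoff of the control wells' mean inhibition plus 3 SD, cut at about 5.5% in these data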;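 further: 0% = DMSO wells median and 100% = median of wells with control inhibitor compound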
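Measured by: Kinase-Glo luciferase luminescence reporting remaining unconsumed ATP. Material: purified T. brucei MetRS enzyme. Doses: 11.9 µM compound single dose, 0.9% DMSO. Medium: HEPES buffer containing pyrophosphatase, BSA, spermine, DTT. Times: 15 min preincubation, 2 h reaction, all 25 °C. Reagent: methionine, ATP and bulk E. coli tRNA.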
FAS-TE inh: blocks the thioesterase domain of human fatty acid synthase; P49327; recombinant FAS-TE, OMFH fluorogenic substrate, fluorescence endpoint; inhibition, % at 15 µM; 0.67% of 360,000 active;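 active means compounds whose normalised, plate-corrected inhibition of enzyme fluorescence in the single-dose primary screen is 50% or more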;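 further: 0% = DMSO with enzyme and 100% = substrate without enzyme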
Target sequence (P49327 whole entry, looked up, the tested form may be a part): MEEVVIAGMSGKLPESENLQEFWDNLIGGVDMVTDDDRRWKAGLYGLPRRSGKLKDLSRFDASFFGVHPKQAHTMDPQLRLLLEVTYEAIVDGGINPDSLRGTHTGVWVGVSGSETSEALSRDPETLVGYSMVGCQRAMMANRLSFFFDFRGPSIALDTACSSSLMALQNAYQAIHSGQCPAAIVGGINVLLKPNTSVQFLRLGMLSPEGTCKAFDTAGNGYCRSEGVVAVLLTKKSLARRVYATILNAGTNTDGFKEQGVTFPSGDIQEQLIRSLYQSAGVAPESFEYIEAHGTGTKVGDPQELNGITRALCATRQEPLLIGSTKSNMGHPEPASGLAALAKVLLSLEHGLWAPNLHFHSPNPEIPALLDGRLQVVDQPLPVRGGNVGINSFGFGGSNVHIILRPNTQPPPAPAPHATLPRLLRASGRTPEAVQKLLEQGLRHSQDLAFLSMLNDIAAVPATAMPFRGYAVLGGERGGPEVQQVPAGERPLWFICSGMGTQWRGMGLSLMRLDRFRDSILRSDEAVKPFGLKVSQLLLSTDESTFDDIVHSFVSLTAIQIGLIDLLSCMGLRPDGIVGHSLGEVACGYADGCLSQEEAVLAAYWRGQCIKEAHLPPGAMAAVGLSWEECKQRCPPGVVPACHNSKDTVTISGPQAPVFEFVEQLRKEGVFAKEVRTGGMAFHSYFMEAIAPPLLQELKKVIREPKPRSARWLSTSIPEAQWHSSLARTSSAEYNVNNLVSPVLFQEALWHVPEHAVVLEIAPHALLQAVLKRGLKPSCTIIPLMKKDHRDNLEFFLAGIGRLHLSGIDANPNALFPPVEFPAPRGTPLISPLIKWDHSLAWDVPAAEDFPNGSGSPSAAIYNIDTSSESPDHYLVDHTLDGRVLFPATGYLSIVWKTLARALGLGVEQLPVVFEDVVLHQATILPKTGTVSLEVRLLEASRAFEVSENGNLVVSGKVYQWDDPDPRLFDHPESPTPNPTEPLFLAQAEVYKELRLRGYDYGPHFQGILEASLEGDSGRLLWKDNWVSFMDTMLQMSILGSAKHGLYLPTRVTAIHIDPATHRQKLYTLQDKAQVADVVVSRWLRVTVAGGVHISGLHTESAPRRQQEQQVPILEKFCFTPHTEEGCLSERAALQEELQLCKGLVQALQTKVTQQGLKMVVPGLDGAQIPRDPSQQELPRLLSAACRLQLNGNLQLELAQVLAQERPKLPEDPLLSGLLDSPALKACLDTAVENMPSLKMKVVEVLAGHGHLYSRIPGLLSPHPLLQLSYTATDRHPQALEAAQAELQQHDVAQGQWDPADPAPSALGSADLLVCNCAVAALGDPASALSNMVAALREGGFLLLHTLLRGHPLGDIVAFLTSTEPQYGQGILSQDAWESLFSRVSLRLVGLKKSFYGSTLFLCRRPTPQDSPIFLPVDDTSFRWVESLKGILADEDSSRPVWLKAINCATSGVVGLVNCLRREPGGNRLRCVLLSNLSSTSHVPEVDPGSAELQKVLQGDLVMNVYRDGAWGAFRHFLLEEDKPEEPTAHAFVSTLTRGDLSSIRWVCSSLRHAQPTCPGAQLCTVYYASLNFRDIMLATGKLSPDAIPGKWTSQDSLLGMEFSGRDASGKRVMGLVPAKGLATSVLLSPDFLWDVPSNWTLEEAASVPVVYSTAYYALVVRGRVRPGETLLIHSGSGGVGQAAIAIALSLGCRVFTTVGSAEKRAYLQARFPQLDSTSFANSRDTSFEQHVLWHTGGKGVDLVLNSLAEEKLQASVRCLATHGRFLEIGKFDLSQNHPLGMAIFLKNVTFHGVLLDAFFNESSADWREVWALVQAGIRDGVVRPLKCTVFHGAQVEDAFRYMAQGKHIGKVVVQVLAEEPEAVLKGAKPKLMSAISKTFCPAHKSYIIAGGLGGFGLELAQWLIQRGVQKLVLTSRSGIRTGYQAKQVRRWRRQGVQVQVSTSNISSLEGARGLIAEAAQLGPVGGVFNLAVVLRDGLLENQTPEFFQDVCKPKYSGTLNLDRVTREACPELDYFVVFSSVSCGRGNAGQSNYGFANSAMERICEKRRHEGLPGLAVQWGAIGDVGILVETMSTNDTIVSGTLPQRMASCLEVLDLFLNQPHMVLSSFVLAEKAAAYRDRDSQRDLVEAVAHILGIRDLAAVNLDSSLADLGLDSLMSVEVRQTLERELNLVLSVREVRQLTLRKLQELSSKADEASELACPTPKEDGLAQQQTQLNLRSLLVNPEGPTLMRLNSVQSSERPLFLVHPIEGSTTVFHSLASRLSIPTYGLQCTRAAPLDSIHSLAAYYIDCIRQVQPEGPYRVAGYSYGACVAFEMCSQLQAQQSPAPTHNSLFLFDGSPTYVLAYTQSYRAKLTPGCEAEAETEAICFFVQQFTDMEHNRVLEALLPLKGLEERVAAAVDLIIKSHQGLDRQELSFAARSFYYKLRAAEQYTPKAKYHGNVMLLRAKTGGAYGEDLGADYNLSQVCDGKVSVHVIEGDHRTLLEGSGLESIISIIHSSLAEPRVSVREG
MsrA act: bovine methionine sulfoxide reductase A activation | AID 602163 | 0.3% of 360,000 active | purified bovine MsrA, absorbance read-out | activation, % at 10.6 µM; in the data active means activation above about 7.5%;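 further: 0% = vehicle and 100% = reference activator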
* = called active by the depositor; . = no result given.

SMILES	NRP1-CendR mod	eLon inh	MsrA inh	MT1-MMP act inh	PABP1 MLLE inh	SKN-1 inh	Tb MetRS inh	FAS-TE inh	MsrA act
CCN(c1ccccc1)S(=O)(=O)c1cc(C(=O)Nc2ccc(F)c(F)c2)ccc1F	-15.4	5.3	0.5	-11.0	1.5	10.0	0.3	34.9	-5.0
CCn1cc([N+](=O)[O-])c(C(=O)N2CCCc3ccccc32)n1	7.2	7.4	-1.2	3.8	-1.2	-20.3	-0.7	-7.4	-7.9
CC(C)C[C@H]1CN=C(Nc2ccccc2)N1CCC1CCCC1	-1.0	-4.2	0.9	1.4	-5.0	20.8	0.4	-29.7	-0.1
O=C(OCc1ccc(Cl)c(Cl)c1)c1cccnc1Cl	5.5	-7.8	-1.5	-2.2	0.5	24.9	-1.1	26.1	-1.1
CCNC(=O)C1(C)CCCN(C(=O)c2nc(C)oc2C)C1 (centres undefined)	24.5*	-4.4	-1.9	8.1	12.9	-1.4	-0.3	-11.0	-2.8
CCC1CCc2c(sc(NC(=O)C3c4ccccc4Oc4ccccc43)c2C(N)=O)C1 (centres undefined)	5.3	-2.9	-0.9	3.5	0.3	-4.7	-0.1	23.8	-2.4
CN(C)c1ccc(C(=O)C(=O)N2CCN(c3ccccc3)CC2)cc1	5.9	.	2.4	-2.7	.	-10.2	0.0	.	.
CCn1nnc(-c2ccccc2NC(=O)c2cccc(-n3cnnn3)c2)n1	20.3	-3.8	-0.3	6.5	-2.4	5.1	-0.8	-0.8	-5.0
Cc1ccc(-n2ncc3c2CC(C)(C)CC3NC(=O)c2ccccn2)cc1 (centres undefined)	6.3	4.5	-1.1	-4.7	14.8	9.2	-0.2	12.2	1.4
CC(=O)O/N=C/c1c(Cl)n(C)c2ccccc12	-3.4	2.8	3.8	-0.6	-5.8	15.5	-0.3	-6.9	-8.5
CCN1CCN(C(CCc2ccccc2)C(=O)NC2CCCCC2)CC1 (centres undefined)	13.6	2.0	-0.1	7.9	-11.3	2.7	0.3	-7.1	-1.1
CN1CCN(c2ccccc2NC(=O)c2cccc([N+](=O)[O-])c2)CC1	-0.4	-3.8	-1.1	-0.9	5.1	3.9	-0.1	5.4	-4.7
CCN(C(=O)CSc1nnc(-c2ccc(F)cc2)n1C)C1CCS(=O)(=O)C1 (centres undefined)	0.0	-4.9	-0.8	0.7	-35.9	6.3	-0.4	-9.3	-1.7
C=CCn1c(SCC(=O)Nc2cc(C)ccc2C)nnc1-c1cnccn1	-0.6	-12.2	-0.3	1.1	-16.3	-7.2	-0.3	-6.1	-3.6
COc1ccccc1COCC(O)CN(Cc1ccco1)Cc1ccccc1O (centres undefined)	13.0	5.1	-2.7	0.1	8.3	-7.6	0.2	9.3	-2.3
NC(=O)c1ccc(NCC2COc3ccccc3O2)c([N+](=O)[O-])c1 (centres undefined)	-4.4	8.3	2.3	6.4	5.1	11.4	0.3	0.5	-2.8
CCCCCCn1c(=O)n2n(c1=O)C[C@]1(OC(=O)Nc3c(C)noc3C)CN(S(=O)(=O)c3ccc(C)cc3)C[C@]1(O)C2	-5.3	6.0	-0.1	-1.8	-3.5	-2.9	-1.3	-5.2	-1.4
Cc1cc(C(=O)CSc2nnnn2-c2ccccc2)c(C)n1CC1CCCO1 (centres undefined)	-1.5	-1.4	-0.8	9.6	-78.5	12.3	0.0	-5.0	2.8
CCC(CC)C(=O)Nc1cccc(C(=O)N2CCCCCC2)c1	5.1	1.0	-1.3	0.5	1.5	12.4	0.3	-5.6	-1.2
Cc1ccc(C(=O)NCCCNC(=O)c2ccccc2F)cn1	-5.2	3.1	0.6	1.6	16.8	-6.7	-0.8	-6.6	-8.3
O=C(Cc1ccc(F)cc1)N1CCC(CC2CC(c3ccc(Cl)cc3)=NO2)(C(=O)NCC2CCCCC2)CC1 (centres undefined)	24.6*	6.4	1.2	-11.8	-0.9	0.8	-0.4	13.4	0.7
COc1ccc(CCNC(=O)COC(=O)C2CC2)cc1OC	-6.8	11.9	0.6	-5.0	9.6	20.9	-0.1	-5.1	-1.5
COc1cc(C(=O)NCCOC(=O)c2cccc(N(C)C)c2)cc(OC)c1OC	0.2	-1.3	-0.2	0.9	-6.7	-0.7	0.3	-1.5	-3.2
COc1cc(OC)cc(C(=O)OCC(=O)NCCCc2ccccc2)c1	-0.6	5.6	0.4	5.1	5.7	12.1	-1.2	2.7	-4.0
O=C(NCCN1CCOCC1)c1ccc(NC(=O)c2ccc(Br)o2)cc1	-2.4	1.9	0.1	2.2	.	12.1	-0.3	-12.7	-1.7

Next part:
SMILES	NRP1-CendR mod	eLon inh	MsrA inh	MT1-MMP act inh	PABP1 MLLE inh	SKN-1 inh	Tb MetRS inh	FAS-TE inh	MsrA act
Cc1ccc(OCC(=O)OCC(=O)Nc2ccc3c(c2)OCO3)cc1C	6.7	-3.7	0.5	-1.9	-13.2	7.5	-0.4	-4.2	-3.2
COc1ccc(C(C(=O)NCC2CCCO2)N(C(=O)CNC(=O)c2ccco2)c2cc(C)cc(C)c2)cc1OC (centres undefined)	-2.1	7.6	-0.6	-5.5	-0.9	-2.7	0.1	-3.7	-3.4
O=C(O)c1cc(-c2ccco2)nc2ccccc12	-22.5	4.4	0.4	-9.7	53.5*	8.5	-0.1	-6.4	-7.5
CCn1cc(C(=O)N2CCN(c3ccc(C(C)=O)cc3)CC2)c2cc(OC)c(OC)cc2c1=O	3.0	-7.6	6.5*	10.7	-4.0	-3.3	-1.0	2.6	-16.9
O=C(NCC12CC3CC(CC(C3)C1)C2)c1nn2c(c1Cl)NC(c1ccco1)CC2C(F)(F)F (centres undefined)	-6.5	-3.3	-0.1	-25.3	-22.8	2.3	-1.0	17.8	-0.3
CC1C2C(c3ccccc3)N(C)C(=O)N(C)C2N(C)C(=O)N1C (centres undefined)	21.6	16.3	-0.4	-1.4	20.8	3.2	0.1	-5.1	-3.5
Cc1ccc(NC(=O)CN2CCc3cc4c(cc3C2)OCCCO4)cc1C	-1.5	4.5	0.5	2.1	5.1	6.7	0.1	5.4	-2.5
Cc1onc(-c2ccccc2)c1C(=O)n1nnc2ccccc21	1.7	-2.5	-1.2	-1.8	-1.4	7.5	0.7	52.3*	-0.7
COc1ccc(NS(=O)(=O)c2cc(NC(=O)c3sccc3C)ccc2N2CCOCC2)cc1	11.4	6.2	0.4	-1.7	-5.9	2.2	2.6	28.2	-3.0
COC(=O)/C=C/CSC1=N/C(=C/c2ccc(-n3cncn3)cc2)C(=O)N1	0.2	8.8	-0.8	-1.8	27.2	-7.4	0.3	-7.8	-3.1
Nc1ncnc2c1ncn2[C@@H]1O[C@H](CNC(=O)[C@H](N)Cc2cscn2)[C@@H](O)[C@H]1O	0.8	-7.1	0.3	1.4	1.4	-11.1	-0.1	-12.6	-8.5
CCOc1ccc(Cl)cc1S(=O)(=O)N1CCC(C(=O)NCc2ccccn2)CC1	4.1	9.9	0.6	-2.8	4.1	1.9	-0.2	0.5	-2.2
CC(C)(C)n1nnnc1C(c1ccc(Cl)cc1)N1CCCc2ccccc21 (centres undefined)	-4.0	-2.1	-0.7	-28.6	-2.9	-1.3	-0.4	25.0	1.1
Cc1ccc(C(=O)CN(C(=O)c2ccc(Cl)cc2)N2C(=O)c3ccccc3C2=O)cc1	6.3	0.2	-0.3	2.1	-4.9	-5.7	-0.1	28.0	-3.4
CCNC(=S)NNC(=O)c1cc(C)on1	-2.5	0.5	2.5	-4.4	-25.1	-2.0	-1.1	-4.2	1.7
NC(=O)c1ccc2c(=O)n3c(-c4cccs4)csc3nc2c1	-0.6	3.0	0.1	1.6	14.6	-5.0	-0.1	-0.7	-4.0
CCC(=O)c1ccc(OCC(=O)Nc2ccccc2N2CCCCC2)cc1	-1.3	-3.6	-0.5	0.2	-5.3	16.7	-0.3	11.0	-3.1
CC1CCN(S(=O)(=O)c2ccc3c(c2)c(=O)c(C(=O)NC2CCCC2)cn3C)CC1	-9.1	-1.2	0.8	-0.5	-2.0	-3.9	-0.7	20.3	-1.3
CC(=O)NC1C(OC(=O)/C=C/c2ccccc2)OC(COC(C)=O)C(OC(C)=O)C1OC(C)=O (centres undefined)	7.8	-1.7	-0.2	-3.5	4.4	11.2	0.1	-5.8	-2.9
N#CCCN(C(=O)CSc1ccc2c(c1)OCCO2)c1ccccc1	6.8	1.5	0.2	8.5	41.4*	0.0	-0.6	-3.4	-2.5
CC(C)(C)[C@H]1C=C(C(=O)N2CCN(Cc3ccc4c(c3)OCO4)CC2)O[C@@H](OCc2ccc(CO)cc2)C1	9.9	-0.3	0.0	7.7	10.0	-11.6	-0.4	3.9	-2.9
Cc1ccc(NC(=O)c2ccc3c(c2)N(CC(=O)NC(C)C)C(=O)C(C)(C)O3)cc1	4.7	-8.9	1.3	4.5	1.9	10.5	-0.4	-0.6	-2.0
CCOC(=O)c1cccc(NC(=O)CCS(=O)(=O)c2cccc3nsnc23)c1	8.6	3.5	0.1	3.7	-1.4	0.3	-0.3	-0.3	-3.0
COC(=O)[C@H]1C[C@H]1[C@@H](NC(=O)c1cccnc1)c1ccccc1	16.4	9.9	-0.6	.	-4.1	-9.3	-0.1	-4.5	-12.1
CC1CCc2[nH]nc(C(=O)O)c2C1 (centres undefined)	-7.5	1.1	0.8	-5.2	-4.6	7.8	0.6	-5.4	-2.9

Quoted from the listing.
Under PABP1 MLLE inh, N#CCCN(C(=O)CSc1ccc2c(c1)OCCO2)c1ccccc1 has 41.4*
Under SKN-1 inh, CC1C2C(c3ccccc3)N(C)C(=O)N(C)C2N(C)C(=O)N1C (centres undefined) has 3.2

The results go on.
SMILES	NRP1-CendR mod	eLon inh	MsrA inh	MT1-MMP act inh	PABP1 MLLE inh	SKN-1 inh	Tb MetRS inh	FAS-TE inh	MsrA act
CCN(CC)CCNC(=O)CCc1nn(C)c(=O)c2ccccc12	-0.5	-0.3	0.4	0.5	-10.3	8.7	-0.8	-4.1	-1.1
Cc1cc(C)n2nc3ccccc3c2n1	4.5	-3.4	0.9	1.8	12.7	2.2	-0.6	-7.6	-3.2
CCOc1ccc(NC(=O)COC(=O)CCS(=O)(=O)c2ccc(C)cc2)cc1	5.0	-9.2	-0.6	-1.3	8.6	-8.0	-0.4	10.8	-5.3
S=c1[nH]nc(C2CCCCC2)n1/N=C/c1ccccc1	8.9	5.8	0.5	-3.8	-65.6	-5.8	-0.8	2.2	-0.8
CCCc1nc(NC(=O)c2ccccc2)nc(NC(=O)c2ccccc2)n1	0.9	-4.0	-0.4	1.0	-1.8	-2.7	-1.5	-2.8	-4.1
COc1ccc(NS(=O)(=O)c2cc(NC(=O)c3nn(C)c(=O)c4ccccc34)ccc2OC)cc1	10.8	-4.5	-0.3	9.3	-1.7	-2.1	0.2	21.6	-2.0
CCOc1cc(O)c(-c2[nH]ncc2-c2nc(C)cs2)cc1CC	14.4	-2.1	-0.8	-2.8	9.2	-0.3	-0.8	-35.7	-1.7
COc1cc(/C=C2\CCCc3c2nc2ccccc2c3C(=O)O)cc(OC)c1O	3.5	2.9	2.8	2.6	18.0	-2.8	-0.2	-3.4	-1.9
COc1cc(S(=O)(=O)NCc2ccccc2)ccc1F	6.9	3.3	-0.7	0.2	8.5	0.9	-1.9	0.6	-9.1
CCCc1ccc2oc(C(=O)NCCc3nc(C(=O)OCC)cs3)c(C)c2c1	8.1	-8.2	1.4	0.9	-18.2	12.7	0.3	13.1	-1.4

Screening data (PubChem BioAssay)
